mcGAS inh: mouse cGAS inhibition by luminescence; Q8C6L5; recombinant cGAS, Kinase-Glo ATP depletion luminescence; inhibition, % at 12.5 µM; actives 0.15% (n = 160,000); AID 1259399;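 further: 0% = negative control wells and 100% = reference inhibitor with no enzyme activity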
NPYLR7 agonist: activates Aedes aegypti NPYLR7 receptor. HEK293T NPYLR7/Galpha15, GCaMP6s calcium fluorescence. activation, % at 10 µM. actives 0.15% (n = 270,000). AID 1259423; in the data active means activation above about 40%;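 further: 0% = vehicle and 100% = reference agonist at the receptor; some compounds past the cut are filed as inactive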
hcGAS inh: human cGAS inhibition | actives 0.081% (n = 290,000) | AID 1259398 | inhibition, % at 12.5 µM | recombinant h-cGAS, ATP depletion, Kinase-Glo luminescence;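 further: 0% = vehicle reaction and 100% = reaction without DNA for no activity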
Target sequence (Q8N884 whole entry, looked up): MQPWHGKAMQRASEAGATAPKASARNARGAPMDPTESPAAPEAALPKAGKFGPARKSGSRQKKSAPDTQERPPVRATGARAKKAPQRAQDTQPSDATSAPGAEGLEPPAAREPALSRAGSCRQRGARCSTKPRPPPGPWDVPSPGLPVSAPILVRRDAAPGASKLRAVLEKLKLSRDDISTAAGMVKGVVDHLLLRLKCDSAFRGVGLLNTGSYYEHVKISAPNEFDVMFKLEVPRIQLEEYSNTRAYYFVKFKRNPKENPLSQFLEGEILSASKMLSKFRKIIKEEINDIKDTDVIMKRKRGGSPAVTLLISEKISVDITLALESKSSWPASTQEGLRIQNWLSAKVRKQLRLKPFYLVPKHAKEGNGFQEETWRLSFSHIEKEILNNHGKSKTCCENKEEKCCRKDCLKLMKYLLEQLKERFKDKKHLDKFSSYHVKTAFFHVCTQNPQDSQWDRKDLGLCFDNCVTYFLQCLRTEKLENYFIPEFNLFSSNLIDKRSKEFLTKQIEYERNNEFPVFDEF
* hit, by the source's call; · = not tested or not shown; & = joins results of further samples. Unless noted, no stated cut-off is given here; in the data, active means inhibition above about 40%; inactive means the rest.

The line under a structure holds: NPYLR7 agonist, hcGAS inh, mcGAS inh
CC(=O)Nc1ccccc1NC(=O)CN1CCC(Oc2cccc(C)c2)CC1
    3, -8, ·
C=CCn1c(CCNC(=O)C(C)(C)C)nc2ccccc21
    -5, 10, 0
CN(C(=O)CN1CCCC1c1ccccc1)C1(C#N)CCCCC1 (stereo unspecified)
    9, -10, ·
CCCCCN(CC(=O)N1CCc2sccc2C1c1ccccc1C)S(=O)(=O)c1ccc(OC)cc1 (stereo unspecified)
    2, -4, -2
Cc1nn(C(C)C(=O)NCc2cccs2)c(=O)c2cc3sccc3n12 (stereo unspecified)
    6, -8, -4
Cc1cc(-c2nn(-c3ccccc3F)cc2CN(C)CC2COCCO2)c(C)s1 (stereo unspecified)
    2, -12, ·
CCOc1cc(C2C(C(=O)OCc3ccccc3)=C(C)NC(C)=C2C(=O)OCc2ccccc2)ccc1O
    -6, -4, -3
CCOC(=O)C1(Cc2cccc(C(F)(F)F)c2)CCN(C(=O)c2cccnc2OC)CC1
    2, -8, -11
CCOC(=O)c1ccccc1NC(=O)N1CCC(Cc2ccc3c(c2)OCO3)CC1
    2, -1, -6
CC(C)CN(CC(=O)Nc1nc(CC(=O)NCc2ccc3c(c2)OCO3)cs1)C(=O)c1ccc(Cl)cc1
    14, -4, -4
Cc1ccc2oc(C(=O)NCC[C@@H]3C[C@@H]4C=C[C@H]3C4)c(C)c2c1
    3, -8, ·
CC(/C=C/c1ccccc1)=N/NC(=O)C1CC1c1ccccc1 (stereo unspecified)
    7, -9, ·
O=C(CC(NCCCO)C(=O)O)Nc1ccc(Nc2ccccc2)cc1 (stereo unspecified)
    16, -5, -9
CCCCc1ncc(CN2CCCC(CNC(=O)c3cc(OC)cc(OC)c3)C2)[nH]1 (stereo unspecified)
    6, -10, ·
O=C1OC(/C=C\c2cccc([N+](=O)[O-])c2)=NC/1=C/c1ccc(F)cc1
    1, -4, -6
NC(COCc1ccccc1)c1csc(Nc2cc(Oc3ccccc3)ncn2)n1 (stereo unspecified)
    -6, -5, -8
C=CCc1c(C)c(C#N)c2nc3ccccc3n2c1NCCOC
    0, 3, -3
COc1cc(OC)c(OC)cc1CNC(=O)C1CCN(c2ccc3nnc(C(F)(F)F)n3n2)CC1
    -1, 1, -6
COCc1nnc(C(=O)N2CCC(n3nc(C)cc3C)C2)o1 (stereo unspecified)
    7, -7, ·
Cc1nc(/C=C/C(=O)NCc2noc(-c3ccccc3)n2)cs1
    27, -5, -16
O=c1[nH]nc(SCc2ccccc2)c(=S)[nH]1
    -2, 1, 0
CNS(=O)(=O)c1ccc(NCCOc2ccccc2F)c([N+](=O)[O-])c1
    0, -9, ·
Cc1ccc2c(=O)c(C(=O)N3CCCC3)cn(CC(=O)Nc3ccc(F)cc3)c2n1
    8, -3, -2
C=CCN1CCN(c2nc3c(c(=O)[nH]c(=O)n3C)n2CCc2ccccc2)CC1
    -4, -4, -4
O=C(c1ccc(S(=O)(=O)C(F)F)cc1)N1CCCC1c1ccc(O)cc1 (stereo unspecified)
    3, -13, -14
CCn1cc(C(=O)O)c(=O)c2cc(F)c(N3CCNCC3)cc21
    -3&3, -2&-2, -4
CCN1CCN(C(=O)c2coc(COc3ccc4c(c3)OCO4)n2)C(C)C1=O (stereo unspecified)
    8, -2, -17
O=S(=O)(Nc1cccc(-c2nnnn2C2CC2)c1)c1cc(F)cc(F)c1
    -3, 4, 0
Cc1nn(C)c(Oc2cccnc2)c1CNC1CCCC1(C)CO (stereo unspecified)
    3, -5, ·
Cc1cc(C)n(-c2ccc(NC(=O)C3CCN(C(=O)Cc4ccsc4)CC3)cc2)n1
    -11, 6, -4

Exported field by field: 3 of the compounds above.
O=S(=O)(Nc1cccc(-c2nnnn2C2CC2)c1)c1cc(F)cc(F)c1
  NPYLR7 agonist: -3	hcGAS inh: 4	mcGAS inh: 0
Cc1nn(C)c(Oc2cccnc2)c1CNC1CCCC1(C)CO (stereo unspecified)
  NPYLR7 agonist: 3	hcGAS inh: -5	mcGAS inh: ·
Cc1cc(C)n(-c2ccc(NC(=O)C3CCN(C(=O)Cc4ccsc4)CC3)cc2)n1
  NPYLR7 agonist: -11	hcGAS inh: 6	mcGAS inh: -4

(cont.)
The line under a structure holds: NPYLR7 agonist, hcGAS inh, mcGAS inh
Oc1c2cccnc2cn1CCSc1ccccn1
    24, -5, -9
Cc1cc(C(=O)N2CCOCC2)nn1CC(=O)Nc1nc2ccccc2[nH]1
    2, 1, ·
COc1ccc(N2CCN(c3ncc4c(n3)CCCC4=O)CC2)cc1
    3, -1, -4
Cc1cccc(NC(=O)C2CCN(S(=O)(=O)c3cccs3)CC2)c1
    -23, -2, ·
Cn1cnc(S(=O)(=O)N2CCCc3cccc(Cl)c32)c1Cl
    0, 2, -3
CN(C)S(=O)(=O)N1CCN(C(=O)N2CCOCC2)CC1
    3, -18, -4
CC(C)(C)c1ccc(-n2c(=O)[nH]c3c(C(N)=O)ncnc32)cc1
    -1, -8, -7
CC(C)(C)c1ccc(C(=O)c2ccn(CC(=O)O)c2)cc1
    6, -5, ·
O=C(NCCC1=CCCCC1)NCc1nnc(-c2ccco2)o1
    2, -7, -17
COc1ccccc1C(NC(=O)C1CCN(CCc2ccccc2)CC1)c1ccccn1 (stereo unspecified)
    4, -5, -5
CC(C)c1c(C(=O)O)cnc2cc(C(C)(C)C)nn12
    20, -4, ·
CCCCN1CC(c2nc3ccccc3n2Cc2ccc(F)cc2)CC1=O (stereo unspecified)
    -1, -9, -4
CC(C)(C)c1ccc(O)c(-n2cnnc2)c1
    0, -1, ·
O=c1cc(CSc2ccc3c(c2)OCCCO3)nc2sc3c(n12)CCCC3
    14, -5, ·
Cc1ccc(C(NC(=O)C2CCN(Cc3ccc4c(c3)OCO4)CC2)c2ccccn2)cc1 (stereo unspecified)
    6, -4, -3
CC(C)C1CN(C(=O)c2ccc3[nH]c(=O)c(=O)[nH]c3c2)CCCN1CC1CC1 (stereo unspecified)
    -3, -2, ·
C/C=C/CC(=O)N(CC)Cc1ccc(Cl)cc1
    -4, 0, ·
CCCCCCCC(=O)Nc1c(-c2ccc(F)c(F)c2)nc2ccccn12
    -6, -9, -9
O=S(=O)(c1ccc(S(=O)(=O)N(CCO)c2ccccc2)cc1)N1CCCC1
    11, -5, ·
Cc1ccccc1NC(=O)Cn1c2ccccc2c2ncn(Cc3ccccc3)c(=O)c21
    13, -1, -1
CC(C)NC(=O)N(Cc1ccccc1)C(C)c1ccccn1 (stereo unspecified)
    -12, -3, ·
CCN(CC)CCCC(C)NC(=O)c1cc(-c2ccco2)nn1-c1cccc(C)c1 (stereo unspecified)
    -3, -4, -4
CC1=C2C[C@@]3(C)C(CCC[C@@H]3C)C(O)C2(O)OC1=O (stereo partly specified)
    -6, -8, -4
O=C(Cc1ccc2c(c1)OCCO2)NC1CCSc2ccccc21 (stereo unspecified)
    0, -6, -5
CCCCn1c(Br)nc2c1c(=O)n(C)c(=O)n2C
    -5, -4, -6
COC(=O)c1cccc(C(=O)N2CCCC(Nc3ccc(C(C)C)cc3)C2)c1 (stereo unspecified)
    25, -8, -11
O=C(NCCc1cccc(F)c1)c1ccc2nc(-c3ccccc3)c(-c3ccccc3)nc2c1
    -10, -4, ·
CSc1sc(C(C)=O)c(N)c1-c1ccc(Cl)cc1
    -4, 5, ·
CC1CN(C(C)C(=O)Nc2ccc(Cl)cc2C(F)(F)F)CCO1 (stereo unspecified)
    5, -14, -6
N#Cc1cnn(C(=O)COc2ccc(C3SCCCS3)cc2)c1N
    6, -9, ·

An excerpt from above, limited to hcGAS inh and mcGAS inh.
SMILES	hcGAS inh	mcGAS inh
COc1ccc(N2CCN(c3ncc4c(n3)CCCC4=O)CC2)cc1	-1	-4
Cc1cccc(NC(=O)C2CCN(S(=O)(=O)c3cccs3)CC2)c1	-2	·
Cn1cnc(S(=O)(=O)N2CCCc3cccc(Cl)c32)c1Cl	2	-3
CN(C)S(=O)(=O)N1CCN(C(=O)N2CCOCC2)CC1	-18	-4
CC(C)(C)c1ccc(-n2c(=O)[nH]c3c(C(N)=O)ncnc32)cc1	-8	-7
CC(C)(C)c1ccc(C(=O)c2ccn(CC(=O)O)c2)cc1	-5	·
O=C(NCCC1=CCCCC1)NCc1nnc(-c2ccco2)o1	-7	-17

(further entries)
The line under a structure holds: NPYLR7 agonist, hcGAS inh, mcGAS inh
O=C(c1nnc2n1CCCC2)N1CCc2c(ncnc2N2CCOCC2)C1
    3, 2, -18
Cc1cn([C@H]2C[C@H](N=[N+]=[N-])[C@@H](CO)O2)c(=O)[nH]c1=O
    -9&-2&-3, -2&-8&-3, ·
COCCCN(CC(=O)N(CCc1c[nH]c2ccccc12)Cc1ccc(C(C)(C)C)cc1)CC(C)O (stereo unspecified)
    -1, -11, -4
COc1ccc(Nc2nc(N3CCN(c4cccc(Cl)c4)CC3)nc3nccnc23)cc1
    2, -4, ·
CC1=NC2=C(C(=O)CCC2)C(c2cccc(Cl)c2)C1C(=O)OCCc1ccccc1 (stereo unspecified)
    -1, 1, ·
CC(C)CCC(=O)N(c1cccc(F)c1)C1CCOCC1
    10, -7, ·
CCN(C(=O)c1ccc(F)c(NC(C)=O)c1)S(=O)(=O)c1ccc(C)cc1
    1, -6, ·
COCCNC(=S)NN=Cc1cccs1
    20, -11, ·
CC(C)NC(=O)c1ccccc1N1CCC(N)CC1
    -7, -2, ·
COc1ccc(/C=C/CN2CCC3(CC2)C(=O)N(C)C(=O)N3CC(C)C)cc1
    9, -5, -17
CSc1ccc(COc2coc(CN3CCN(C(=O)C(F)(F)C(F)(F)C(F)(F)F)CC3)cc2=O)cc1
    25, -9, -6
CCCCCCN(C(=O)Nc1ccccc1OC)C(C)c1nc2ccccc2c(=O)n1-c1ccccc1 (stereo unspecified)
    -5, 0, 0
Cc1[nH]n(-c2nc(-c3cccc([N+](=O)[O-])c3)cs2)c(=O)c1N=Nc1ccccc1
    3, 1, -3
O=C(c1ccc(-n2cncn2)c([N+](=O)[O-])c1)N1CCCCC1
    -8, -11, ·
CCNC(=O)C(C)(C)n1cc(-c2ccc3c(c2)OCCO3)cn1
    4, 0, -6
Cc1ccc(Nc2cc(-c3cccc4oc5ccccc5c34)ncn2)cc1NS(C)(=O)=O
    11, -2, ·
Cn1ncc(Cl)c1C(=O)NC(=S)NNS(=O)(=O)c1ccccc1
    -6, -4, ·
Cc1cc(-n2nc(C)cc2C)nc(-n2nc(C)cc2C)n1
    11, -7, -9
COc1cc2c(c(OC)c1)C(=O)OC2
    -7, -8, ·
COc1ccccc1N=Nc1c(C)[nH]n(-c2nc(-c3ccccc3)cs2)c1=O
    -4, -4, -5
CCOC(=O)C1CCCCN1CC(=O)N1N=C(c2ccccc2F)CC1c1ccccc1OC (stereo unspecified)
    -7, -1, -4
COCc1ncc(CN2CCNC(C(=O)NC3CC3)C2)cn1 (stereo unspecified)
    11, -3, ·
CC(=O)Nc1cccc(-n2c(C3CC3)n[nH]c2=S)c1
    2, -11, ·
Cc1cccn2cc(C(=O)N3CCC(c4ccnc(-c5ccncc5)c4)C3)nc12 (stereo unspecified)
    0, -2, ·
COc1ccc(OCCNC(=O)c2cc(-c3cc(OC)c(OC)c(OC)c3)nc3ccccc23)cc1
    27, -2, -5
COC[C@H]1CCC[C@H]1Nc1ncnc2c1CCNCC2
    ·, 1, -1
Cc1nn(CC(=O)Nc2ccc3c(c2)OCCO3)c(=O)c2c1cnn2-c1ccccc1
    8, -5, ·
COc1ccc(NC(=O)N2CCc3cc(OC)c(OC)cc3C2c2ccccc2Cl)cc1OC (stereo unspecified)
    18, -7, -6
COCCCn1c(-c2ccccc2)csc1=Nc1ccccc1
    -4, -2, 0
CCOC(=O)N1CCC(N2CCC(Cc3nncn3C)CC2)CC1
    ·, -8, -3
COCCNC(=O)CSc1nc2c(-c3ccccc3)c(C)nn2c(=O)[nH]1
    10, 11, -6
COc1ccccc1-c1ccc2c(c1)C(C)(Cc1ccc(C(=O)c3ccccc3)cc1)C(=O)N2 (stereo unspecified)
    2, -1, -2
O=C(NCc1ccc2c(c1)OCO2)c1cccnc1N1CCN(C(=O)c2cccs2)CC1
    -6, 3, 1
CCOc1ccc2nc(N3CCN(C(=O)c4ccnn4C)CC3)sc2c1
    ·, -6, -6
Cc1ccc(/C=C/C(=O)O)cc1S(=O)(=O)N1CCC(C(=O)O)CC1
    -4, 2, ·
CCSC(C(=O)N1CCN(Cc2noc(CC)n2)CC1)C(C)C (stereo unspecified)
    -1, -3, ·
N#C/C(C(N)=O)=C1/CCCN1Cc1ccccc1
    0, -1, ·
Cc1c(C(=O)NCC(=O)N(C)C)oc2c(Cl)cccc12
    10, -7, -8
Cc1cc(C(=O)N2CCC(C(C)N3CCOCC3)CC2)ccc1F (stereo unspecified)
    3, -2, ·
C=CCOc1cccc(C(=O)N2CCCC(CCC(=O)N3CCOCC3)C2)c1 (stereo unspecified)
    -2, -6, -10
COc1cccc(CN(Cc2ccc(C(O)(c3ccc(F)cc3)c3ccc(F)cc3)o2)C2CC2)c1OC
    0, -1, -4
Cc1ccccc1Cn1cc(C(=O)NCCCc2scnc2C)nn1
    -3, 4, -7
Cc1cc(C)c(C(=O)N2CCC3(CCCN(Cc4cccnc4)C3=O)C2)o1 (stereo unspecified)
    2, -8, ·
CCNC(=O)COc1ccc(C2NC(=O)c3ccccc3N2)cc1OC (stereo unspecified)
    5, -4, ·
Cn1nc(-c2cccc(NC(=O)C(c3ccccc3)c3ccccc3)c2)ccc1=O
    3, -10, -8
O=C(Nc1ccnn1C1CCN(Cc2cn[nH]c2-c2ccccc2)CC1)c1ccccc1
    2, -7, ·
CC(C)c1cc(N2CCc3onc(-c4cccc(F)c4)c3C2)ncn1
    5, -2, -14
CC(C)N(Cc1nccn1C)CC1CC=CCC1 (stereo unspecified)
    3, -3, ·
Cc1ccc(-c2csc3ncn(Cc4cc(=O)n5ccsc5n4)c(=O)c23)s1
    -1, -11, -8

Assay outcomes from PubChem BioAssay.
